TRAIL sens C8 = sensitizes caspase-8 expressing cells to TRAIL; NB7+C8 cells + TRAIL, ATPlite viability luminescence; inhibition (viability loss, TRAIL sensitization), % at 10 µM; actives 1% (n = 360,000);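 active means compounds causing at least 50% loss of cell viability in the single-dose screen, relative to plate controls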
NCOA2 inhibitor = human SRC2 (NCOA2) inhibition. HEK293 GAL4-SRC2 luciferase reporter, luminescence. inhibition, % at 9 µM. actives 0.17% (n = 370,000). AID 651957. Q15596;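 active means inhibition above the mean inhibition of all tested compounds plus 3 SD, set per campaign, cut at about 52% in these data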;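 further: 0% = DMSO treated cells and 100% = cells given Gossypol at 36 µM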
TLR9-MyD88 block = inhibitors of human TLR9-MyD88 binding; Q9NR96+Q99836; CHO BLA complementation TLR9-MyD88, CCF4 FRET ratio; inhibition, % at 4.98 µM; actives 0.21% (n = 340,000);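 active means inhibition above the mean over all tested compounds plus 3 SD, cut at about 21% in these data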;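 further: 0% = DMSO only wells and 100% = clavulanate BLA inhibitor control wells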
SRC3 inh = inhibitors of human steroid receptor coactivator 3 (SRC3) | Q9Y6Q9 | inhibition, % at 3.6 µM | AID 588352 | actives 0.17% (n = 360,000) | HEK293 GAL4-SRC3 luciferase reporter, luminescence;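 active means inhibition above a per-campaign cutoff, the mean of all compounds plus 3 SD, cut at about 60% in these data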;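 further: 0% = DMSO-treated cells and 100% = gossypol-treated cells at 36 µM; higher means less SRC3-driven luciferase light from the GAL4 reporter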
NR2F2 inh = inhibitors of human COUP-TFII (NR2F2) | P24468 | actives 0.7% (n = 370,000) | HEK293T NGFI-A luciferase reporter, luminescence | inhibition, % at 8.6 µM;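 active means inhibition above a per-plate cutoff, mean inhibition of test wells between control levels plus 3 SD, cut at about 38% in these data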;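 further: cells cotransfected with COUP-TFII expression vector driving the NGFI-A reporter; 0% = median of COUP-TF2 test wells and 100% = reporter-only cells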
Target sequence (P24468 whole entry, looked up): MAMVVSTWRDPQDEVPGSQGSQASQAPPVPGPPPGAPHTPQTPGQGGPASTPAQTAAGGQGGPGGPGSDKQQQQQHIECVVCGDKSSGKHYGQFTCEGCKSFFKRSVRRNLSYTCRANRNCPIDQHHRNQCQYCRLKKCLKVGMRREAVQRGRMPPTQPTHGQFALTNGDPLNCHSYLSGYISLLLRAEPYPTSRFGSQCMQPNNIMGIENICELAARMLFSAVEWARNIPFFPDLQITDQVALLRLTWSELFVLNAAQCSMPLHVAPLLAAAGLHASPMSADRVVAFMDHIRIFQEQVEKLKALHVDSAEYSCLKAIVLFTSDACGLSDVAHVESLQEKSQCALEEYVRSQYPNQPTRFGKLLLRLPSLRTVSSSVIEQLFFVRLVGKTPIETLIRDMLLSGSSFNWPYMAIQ
NOD2-RIPK2 inh = NOD2-RIPK2 protein interaction inhibition. CHO BLA complementation NOD2-RIPK2, CCF4 ratio. inhibition, % at 4.98 µM. actives 0.38% (n = 360,000); in the data active means inhibition above about 21%;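 further: 0% = vehicle only and 100% = reference blocker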
Target sequence (O43353 whole entry, looked up): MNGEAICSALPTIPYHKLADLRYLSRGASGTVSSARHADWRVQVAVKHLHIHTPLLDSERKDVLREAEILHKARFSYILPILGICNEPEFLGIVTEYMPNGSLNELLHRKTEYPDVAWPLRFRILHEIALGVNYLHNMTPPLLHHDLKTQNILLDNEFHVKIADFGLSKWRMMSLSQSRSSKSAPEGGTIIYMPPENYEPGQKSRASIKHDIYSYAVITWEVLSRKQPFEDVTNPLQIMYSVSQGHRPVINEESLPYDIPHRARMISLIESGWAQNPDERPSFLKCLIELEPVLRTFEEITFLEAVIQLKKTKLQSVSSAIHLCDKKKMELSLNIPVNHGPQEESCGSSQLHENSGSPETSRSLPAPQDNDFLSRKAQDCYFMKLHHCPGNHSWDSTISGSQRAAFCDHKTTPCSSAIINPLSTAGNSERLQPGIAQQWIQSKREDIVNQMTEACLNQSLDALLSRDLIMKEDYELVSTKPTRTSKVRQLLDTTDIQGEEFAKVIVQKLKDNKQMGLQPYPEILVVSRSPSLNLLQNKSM
TWEAK Fn14 block = TWEAK-Fn14 signaling inhibition; AID 1159606; TWEAK-stimulated Fn14 reporter cells, luciferase luminescence, 8 h; inhibition, % at 10 µM; actives 2% (n = 360,000); in the data active means inhibition above about 50%
TROY NFkB inh = TROY signaling inhibition. Q293 LMP1-TROYcd NF-kB luciferase reporter, 4 h. actives 0.98% (n = 360,000). inhibition, % at 10 µM. AID 1347056;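 active means compounds whose plate-normalised and pattern-corrected inhibition of the luciferase reporter signal at the single screening dose is 50% or more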
LRH-1 inv ag = inverse agonists of human LRH-1 (NR5A2); actives 0.13% (n = 360,000); AID 602396; inhibition, % at 3.6 µM; HEK293T StAR-luciferase reporter, LRH-1 transfected, 24 h;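 active means inhibition above the mean inhibition of all tested compounds plus 3 SD, cut at about 73% in these data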;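 further: 0% = DMSO wells and 100% = reporter-only cells lacking LRH-1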
EBV LMP1 NFkB = Epstein-Barr LMP1 NF-kappaB reporter inhibition; LMP1-induced NF-kappaB luciferase reporter cells, luminescence; AID 504558; inhibition, % at 12.5 µM; actives 0.69% (n = 350,000); in the data active means inhibition above about 41%;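 further: 0% = neutral control wells and 100% = reference inhibitor control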
NCOA1 inh = inhibitors of human steroid receptor coactivator 1 (SRC1); Q15788; HEK293 GAL4-SRC1 luciferase reporter, luminescence; inhibition, % at 3.6 µM; actives 0.12% (n = 360,000); AID 588354;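 active means inhibition above the campaign mean plus 3 SD, with each screening campaign given its own cutoff, cut at about 60% in these data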;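 further: 0% = DMSO treated cells and 100% = gossypol at 36 µM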
* = called active by the depositor; . = no result given.

SMILES	TRAIL sens C8	NCOA2 inhibitor	TLR9-MyD88 block	SRC3 inh	NR2F2 inh	NOD2-RIPK2 inh	TWEAK Fn14 block	TROY NFkB inh	LRH-1 inv ag	EBV LMP1 NFkB	NCOA1 inh
Cc1cccc(N(CC(=O)NC2CCCCC2)C(=O)c2csnn2)c1	10	4	-7	25	-13	4	0	15	-3	-21	1
O=C(Nc1sc(-c2ccccc2)cc1C(=O)O)c1ccccc1	7	-79	-10	-82	-13	-1	-10	-3	-103	-33	-74
Cc1c(NC(=O)c2cccs2)cccc1NC(=O)c1cccs1	-11	-5	-5	6	16	2	6	-4	11	0	4
COc1ccccc1-n1c(SCC(=O)Nc2nnc(C)s2)nc2c(c1=O)SCC2	-3	-3	-6	-40	-10	-1	6	14	-6	11	0
Fc1ccc(C2c3cccn3CCN2C(=S)Nc2cccc(F)c2)cc1 (stereo not drawn)	-19	2	1	23	13	2	1	2	-8	7	-2
CNC(=O)Oc1ccc2c(c1)[C@]1(C)CCN(C)C1N2C (stereo partly drawn)	-14	-45	-16	-23	-6	-5	-2	3	7	-3	-14
CCOc1ccc(OCC)c2sc(C)nc12	2	-14	-5	-28	15	-8	3	13	-7	-4	-5
COc1ccc(OC)c(CN2CCN(C(=O)c3ccc(S(=O)(=O)Nc4ccccc4F)cc3)CC2)c1	-2	9	-1	2	-18	-8	7	5	-10	0	-1
Cc1ccc(NS(=O)(=O)c2cccc(C(=O)NCCCn3ccnc3)c2)cc1	2	-23	10	-2	-2	7	4	-10	1	4	-8
COc1ccc(-c2noc(CN(C(=O)c3ccoc3C)C(C)C)n2)cc1	3	14	-7	-2	10	-5	-20	-7	-5	-3	-16
O=C1C2CCCCC2C(=O)N1c1nccs1 (stereo not drawn)	2	-16	6	-20	3	-14	12	-26	0	-1	13
Cc1ncc([N+](=O)[O-])n1CC(=O)Nc1ccc(F)c(F)c1	-2	1	-3	4	4	-1	12	12	19	6	-11
O=S(=O)(c1ccc(N2CCCC2c2nc3ccccc3s2)nc1)N1CCOCC1 (stereo not drawn)	1	2	-12	12	1	6	5	3	-14	32	-8
OC(c1ccccc1)(c1nc(/C=C/c2ccc(C(F)(F)F)cc2)cs1)C(F)(F)F (stereo not drawn)	11	18	.	4	13	-5	-6	-15	-6	.	12
Cc1[nH]c2ccccc2c1Cc1n[nH]c(=S)o1	-12	-23	-1	-4	8	-4	-12	0	-12	2	-9
COc1ccc(CCNC(=O)COC(=O)c2ccccn2)cc1	10	-29	4	1	-9	-5	-9	-22	3	-4	1
COC(=O)COc1ccc(S(=O)(=O)Nc2ccc3c(c2)OCO3)cc1Cl	-1	-24	-4	14	10	-5	-11	8	-9	1	11
COc1cccc(CNC(=O)CCNC(=O)C2CCN(S(=O)(=O)c3ccccc3)CC2)c1	-2	-31	3	0	6	-1	0	-3	-5	-2	-13
CC(C)(O)C#Cc1ccc(CN2CCC(CO)(CCc3ccccc3)CC2)cc1	-3	7	4	0	23	4	3	5	1	0	10
CC(C)CN(C(=O)COC(=O)COc1ccc2c(c1)CCC2)c1c(N)n(Cc2ccccc2)c(=O)[nH]c1=O	9	2	-2	-1	-23	2	-14	9	-11	-2	-2
CNCCC=C1c2ccccc2C=Cc2ccccc21	-18	-10	-3	14	-3	-8	3	0	-5	7	-9
CC(=O)N(C)c1ccc(NC(=O)/C=C/c2ccccc2Cl)cc1	19	-59	9	-13	-30	3	-19	-53	-69	-7	-33
CC1(CCBr)C(=O)N(c2ccccc2)c2ccccc21 (stereo not drawn)	-8	-12	2	-18	-11	-4	6	-6	-5	-11	-8
Cc1cccc(NC(=O)CSc2nc3ccccc3c(=O)n2CC2CCCO2)c1 (stereo not drawn)	13	-32	-1	-5	-16	-3	3	-13	10	-3	-5
COc1cc(C(=O)OCC(=O)N2c3ccccc3NC(=O)C2(C)C)ccc1OCC(C)C	1	9	7	-22	2	8	18	5	20	4	7

Structural class, those above containing an aryl thioether with sulfur outside any ring
SMILES	TRAIL sens C8	NCOA2 inhibitor	TLR9-MyD88 block	SRC3 inh	NR2F2 inh	NOD2-RIPK2 inh	TWEAK Fn14 block	TROY NFkB inh	LRH-1 inv ag	EBV LMP1 NFkB	NCOA1 inh
COc1ccccc1-n1c(SCC(=O)Nc2nnc(C)s2)nc2c(c1=O)SCC2	-3	-3	-6	-40	-10	-1	6	14	-6	11	0
Cc1cccc(NC(=O)CSc2nc3ccccc3c(=O)n2CC2CCCO2)c1 (stereo not drawn)	13	-32	-1	-5	-16	-3	3	-13	10	-3	-5

(more compounds)
SMILES	TRAIL sens C8	NCOA2 inhibitor	TLR9-MyD88 block	SRC3 inh	NR2F2 inh	NOD2-RIPK2 inh	TWEAK Fn14 block	TROY NFkB inh	LRH-1 inv ag	EBV LMP1 NFkB	NCOA1 inh
Cc1ccc(C(=O)OCC(=O)Nc2ccccc2)cc1NC(=O)c1ccco1	-1	-56	12	-10	-1	2	-23	-38	-25	-5	-16
CC(C)(C)N1C(=O)c2ccc(C(=O)Nc3ccc(-c4nc5ccccc5[nH]4)cc3)cc2C1=O	21	-15	0	-9	-2	7	-41	-8	18	-1	0
O=C1/C(=C/N(C(=O)c2ccco2)c2ccc(Cl)cc2)Sc2ccccc21	55*	.	-7	-54	.	1	83*	60*	-65	-20	-58
CCN(CC)CCCN(C(=O)c1ccc(OC)cc1)c1nc(-c2ccc(OC)cc2)cs1	7	19	-4	6	-4	8	-3	-18	3	-3	13
C=CCn1c(-c2sc(-c3ccccc3)nc2C)n[nH]c1=S	-8	7	-5	0	5	-5	4	5	-7	6	-18
CNc1nc(OCC#N)nc(N2CCCCC2)n1	4	6	-4	18	-4	-9	-4	-1	9	-24	-5
CSc1nnc(C)c(/C=C/Nc2ccc(C)cc2)n1	8	-3	4	20	-9	0	-5	-20	-7	12	-9
NS(=O)(=O)c1ccc(N/C=C/C(=O)c2ccc(Br)cc2)cc1	10	-35	4	-19	-44	1	-49	-38	-54	-25	-70
O=C1CCCN1CCCNc1ncnc2c1[nH]c1ccccc12	4	-6	3	3	7	7	6	4	19	-8	-14
COc1ccc(NC(=O)c2ccc(NC(=O)CN3CCN(c4ccccc4O)CC3)cc2)cc1	-2	-2	-7	1	-6	-14	-5	-15	1	3	7
Cc1ccc(OCC(=O)Nc2ccc(S(=O)(=O)Nc3onc(C)c3C)cc2)cc1	4	-13	4	5	2	-3	6	-12	-4	2	-13
CN1CCN(NC(=O)c2cn(-c3ccccc3)nc2-c2ccc(OC(F)F)cc2)CC1	-3	-3	10	5	-16	1	2	4	6	5	1
Cc1ccc(S(=O)(=O)N2CCOCC2)cc1C(=O)Nc1ccccc1N1CCCC1	-20	8	2	10	12	-2	1	10	14	-6	6
COc1ccc(C(=O)Oc2cccc(/C=N/NC(N)=S)c2)cc1	-7	0	-6	-9	7	2	1	-33	-11	4	-39
CC(C)(C)NC(=O)/C(=C\c1ccc(Br)cc1)NC(=O)c1cccs1	-5	-5	-5	14	10	7	5	19	-10	4	6
COc1ccc(CNC(=O)CC(C)CC2=NS(=O)(=O)c3ccccc3N2)cc1 (stereo not drawn)	-6	9	6	14	-15	-6	1	-6	-8	4	1
COc1ccc(CCNC(=O)c2ccc(CS(=O)Cc3ccc(C)cc3)o2)cc1OC (stereo not drawn)	-7	1	-8	14	11	-6	-6	3	5	4	14
c1ccc(C2c3[nH]c4ccccc4c3CCN2Cc2cccn2-c2cccnc2)nc1 (stereo not drawn)	-3	-10	-6	6	17	-11	-9	-17	-3	12	-18
CC(CN(C)Cc1ccccc1)OC(=O)c1ccc(F)cc1 (stereo not drawn)	-2	6	3	-5	9	-4	-2	2	2	-5	-16
Cc1ccccc1OCC(=O)OCn1nnc2ccccc2c1=O	2	6	-1	11	-15	-17	2	12	-13	-2	-6
Cc1ccc(NC(=O)CCNS(=O)(=O)c2ccc3[nH]c(=O)oc3c2)cc1C	-16	3	1	3	4	3	11	-17	6	-3	6
c1cncc(CNc2ncnc3sccc23)c1	-4	19	2	18	22	1	6	14	8	6	14
C=CCn1c(SCc2ccc(C(=O)O)cc2)nc2sc(C)c(C)c2c1=O	13	5	-4	2	-5	9	-2	39	-22	-6	-30
CNC(=O)c1cc(S(=O)(=O)N(C)C)ccc1Cl	-3	8	2	13	-13	-2	14	7	3	1	-9
CCCc1ccc(C(=O)Cn2nc(C(=O)O)c3ccccc3c2=O)cc1	-9	-8	-3	8	6	3	2	24	-28	3	-1
(more compounds)
SMILES	TRAIL sens C8	NCOA2 inhibitor	TLR9-MyD88 block	SRC3 inh	NR2F2 inh	NOD2-RIPK2 inh	TWEAK Fn14 block	TROY NFkB inh	LRH-1 inv ag	EBV LMP1 NFkB	NCOA1 inh
O=C(NCc1ccc(Cl)cc1)C1CCCN(c2ncnc3c2nc2n3CCCCC2)C1 (stereo not drawn)	16	10	-9	2	-14	-2	-12	8	6	-4	-1
CC1c2cc3c(cc2CCN1C(=O)c1ccc(Br)cc1)OCCCO3 (stereo not drawn)	34	-11	3	-12	-15	1	1	15	-11	-5	13
CCOc1ccc(-c2noc(CCCC(=O)NC3CCCCC3)n2)cc1OC	4	-9	-2	-7	2	0	30	-2	4	-1	-18
CCOC(=O)c1ccc(NC(=O)c2ccc3c(c2)C(=O)N(Cc2cccnc2)C3=O)cc1	-6	-3	4	5	0	-4	1	28	4	5	-22
CSc1nc2ncncc2[nH]1	-2	-13	-9	6	-7	3	9	12	11	-9	10
CSc1nc(N2CCN(C)CC2)c2c(c1C#N)CC(C)(C)OC2	3	-23	-2	5	2	0	-33	-13	24	13	-17
CC(C)C(Nc1ncnc2c1oc1ccccc12)C(=O)O (stereo not drawn)	18	13	-4	7	-5	-13	2	-6	5	-4	7
CCN(c1ccccc1)S(=O)(=O)c1cccc(C(=O)N2CCN(S(=O)(=O)c3ccccc3)CC2)c1	14	-4	0	-2	-7	-5	9	-9	-19	-7	1
CC(C)(C)n1ncc2c(=O)n(CC(=O)NCc3ccccc3)cnc21	12	-18	-6	-78	-14	7	84*	45	-119	20	-70
Cc1ccccc1C(C(=O)NC1CCCCC1)N(C(=O)c1ccccn1)c1cccnc1 (stereo not drawn)	6	5	2	-15	-4	4	4	-8	-1	1	-42

An excerpt of these results, comma-delimited.
SMILES,TRAIL sens C8,NCOA2 inhibitor,TLR9-MyD88 block,SRC3 inh,NR2F2 inh,NOD2-RIPK2 inh,TWEAK Fn14 block,TROY NFkB inh,LRH-1 inv ag,EBV LMP1 NFkB,NCOA1 inh
CCOc1ccc(-c2noc(CCCC(=O)NC3CCCCC3)n2)cc1OC,4,-9,-2,-7,2,0,30,-2,4,-1,-18
CCOC(=O)c1ccc(NC(=O)c2ccc3c(c2)C(=O)N(Cc2cccnc2)C3=O)cc1,-6,-3,4,5,0,-4,1,28,4,5,-22
CSc1nc2ncncc2[nH]1,-2,-13,-9,6,-7,3,9,12,11,-9,10
CSc1nc(N2CCN(C)CC2)c2c(c1C#N)CC(C)(C)OC2,3,-23,-2,5,2,0,-33,-13,24,13,-17
CC(C)C(Nc1ncnc2c1oc1ccccc12)C(=O)O (stereo not drawn),18,13,-4,7,-5,-13,2,-6,5,-4,7
CCN(c1ccccc1)S(=O)(=O)c1cccc(C(=O)N2CCN(S(=O)(=O)c3ccccc3)CC2)c1,14,-4,0,-2,-7,-5,9,-9,-19,-7,1

Some of the compounds tested; count on the stated rates, not on these rows.
